Assay outcomes from PubChem.
EBV LMP1 NFkB: reduces LMP1-driven NF-kappaB luciferase signal | LMP1-induced NF-kappaB luciferase reporter cells, luminescence | inhibition, % at 12.5 µM | actives 0.69% (n = 350,000) | AID 504558; in the data active means inhibition above about 41%;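 further: 0% = neutral control wells and 100% = reference inhibitor control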
TLR9-MyD88 block: blocks human TLR9 binding to MyD88 | actives 0.21% (n = 340,000) | CHO BLA complementation TLR9-MyD88, CCF4 FRET ratio | inhibition, % at 4.98 µM | Q9NR96+Q99836 | AID 504734;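 active means inhibition above the mean over all tested compounds plus 3 SD, cut at about 21% in these data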;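 further: 0% = DMSO only wells and 100% = clavulanate BLA inhibitor control wells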
SRC3 inh: inhibits human SRC3 coactivator; inhibition, % at 3.6 µM; actives 0.17% (n = 360,000); Q9Y6Q9; HEK293 GAL4-SRC3 luciferase reporter, luminescence;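 active means inhibition above a per-campaign cutoff, the mean of all compounds plus 3 SD, cut at about 60% in these data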;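 further: 0% = DMSO-treated cells and 100% = gossypol-treated cells at 36 µM; higher means less SRC3-driven luciferase light from the GAL4 reporter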
NOD2 RIPK2 PPI: blocks binding of human NOD2 to RIPK2; O43353; inhibition, % at 4.98 µM; actives 0.38% (n = 360,000); CHO BLA complementation NOD2-RIPK2, CCF4 ratio; in the data active means inhibition above about 21%;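 further: 0% = vehicle only and 100% = reference blocker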
NR5A2 inv ag: NR5A2 inverse agonism in reporter assay | O00482 | HEK293T StAR-luciferase reporter, LRH-1 transfected, 24 h | inhibition, % at 3.6 µM | actives 0.13% (n = 360,000) | AID 602396;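 active means inhibition above the mean inhibition of all tested compounds plus 3 SD, cut at about 73% in these data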;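 further: 0% = DMSO wells and 100% = reporter-only cells lacking LRH-1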
NCOA2 inhibitor: human SRC2 (NCOA2) inhibition | Q15596 | HEK293 GAL4-SRC2 luciferase reporter, luminescence | inhibition, % at 9 µM | actives 0.17% (n = 370,000) | AID 651957;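 active means inhibition above the mean inhibition of all tested compounds plus 3 SD, set per campaign, cut at about 52% in these data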;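 further: 0% = DMSO treated cells and 100% = cells given Gossypol at 36 µM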
NCOA1 inh: inhibits human SRC1 coactivator; actives 0.12% (n = 360,000); inhibition, % at 3.6 µM; AID 588354; Q15788; HEK293 GAL4-SRC1 luciferase reporter, luminescence;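 active means inhibition above the campaign mean plus 3 SD, with each screening campaign given its own cutoff, cut at about 60% in these data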;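 further: 0% = DMSO treated cells and 100% = gossypol at 36 µM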
MC4R ag barr: agonists of human melanocortin 4 receptor (MC4R) beta-arrestin | P32245 | U2OS MC4R beta-arrestin complementation, luminescence; percent of melanotan II response, DMSO zero | activation, % at 8.9 µM | actives 0.98% (n = 360,000) | AID 540308;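 active means activation above a per-plate cutoff, the mean activation of sample wells on that plate plus 3 SD, cut at about 8% in these data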
MC4R antagonist: blocks human MC4R cAMP signaling | AID 540295 | P32245 | MC4R-expressing cells, MTII-stimulated cAMP, LANCE TR-FRET | inhibition, % at 6.5 µM | actives 0.48% (n = 360,000);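 active means inhibition above its plate's cutoff, the mean of tested wells on that plate plus 3 SD, cut at about 29% in these data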;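 further: 0% = Melanotan II alone and 100% = Melanotan II plus saturating MCL0020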
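Test system: U2OS cells stably expressing human melanocortin 4 receptor (MC4R); also added: Melanotan II challenge; compound: 6.5 µM single dose; timing: 30-min compound preincubation, 1-h Melanotan II challenge, 1-h detection, room temperature; signal: Eu-cAMP/anti-cAMP TR-FRET, emission 671 nm; repeats: one well per compound, no replicates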
NR2F2 inh: NR2F2 (human) inhibition, primary screen; AID 686940; HEK293T NGFI-A luciferase reporter, luminescence; inhibition, % at 8.6 µM; P24468; actives 0.7% (n = 370,000);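 active means inhibition above a per-plate cutoff, mean inhibition of test wells between control levels plus 3 SD, cut at about 38% in these data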;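 further: cells cotransfected with COUP-TFII expression vector driving the NGFI-A reporter; 0% = median of COUP-TF2 test wells and 100% = reporter-only cells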
ABHD5-PLIN5 inh: blocks binding of human ABHD5 to perilipin-5. Q00G26+Q8WTS1. Split G. princeps luciferase complementation, luminescence, 4 h. inhibition, % at 4 µM. actives 0.78% (n = 360,000);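 active means inhibition above the mean inhibition across every tested compound plus 3 SD, cut at about 22% in these data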;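 further: 0% = DMSO only wells and the 100% control is not disclosed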
Target sequence (Q00G26 whole entry, looked up): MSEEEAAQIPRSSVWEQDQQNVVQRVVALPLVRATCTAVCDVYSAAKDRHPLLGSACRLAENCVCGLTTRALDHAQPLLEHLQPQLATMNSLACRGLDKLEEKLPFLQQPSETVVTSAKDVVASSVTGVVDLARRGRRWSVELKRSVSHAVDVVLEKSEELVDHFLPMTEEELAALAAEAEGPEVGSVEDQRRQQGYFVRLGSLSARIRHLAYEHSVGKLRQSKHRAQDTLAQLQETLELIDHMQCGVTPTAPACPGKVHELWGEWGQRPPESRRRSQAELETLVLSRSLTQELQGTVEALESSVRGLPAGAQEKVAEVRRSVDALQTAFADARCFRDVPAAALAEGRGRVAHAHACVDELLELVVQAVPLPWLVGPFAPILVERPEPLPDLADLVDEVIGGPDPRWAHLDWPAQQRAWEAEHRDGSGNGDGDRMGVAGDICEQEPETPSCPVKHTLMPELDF
Target sequence (Q8WTS1 whole entry, looked up): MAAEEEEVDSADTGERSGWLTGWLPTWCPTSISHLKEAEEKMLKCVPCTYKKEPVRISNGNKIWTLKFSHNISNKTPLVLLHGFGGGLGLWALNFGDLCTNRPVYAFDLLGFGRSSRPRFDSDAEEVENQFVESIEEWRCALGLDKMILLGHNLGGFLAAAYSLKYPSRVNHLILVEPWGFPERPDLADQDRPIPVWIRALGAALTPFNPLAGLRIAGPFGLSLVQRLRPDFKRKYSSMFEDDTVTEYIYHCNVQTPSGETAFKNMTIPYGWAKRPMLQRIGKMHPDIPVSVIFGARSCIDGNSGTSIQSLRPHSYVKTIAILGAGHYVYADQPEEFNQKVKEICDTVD
The depositor's hits bear a star; . = no result given. The list is partial, so the mix of outcomes need not match the whole.

Screens in order – EBV LMP1 NFkB	TLR9-MyD88 block	SRC3 inh	NOD2 RIPK2 PPI	NR5A2 inv ag	NCOA2 inhibitor	NCOA1 inh	MC4R ag barr	MC4R antagonist	NR2F2 inh	ABHD5-PLIN5 inh
1. Cc1cc2[nH]c(=O)c(=O)[nH]c2cc1S(=O)(=O)NCC(C)c1ccccc1 (stereo unspecified)
 : -8	7	1	4	-3	-9	-22	-0.9	16	-2	-4
2. CC1CCCCN1S(=O)(=O)c1ccc(C(=O)Nc2sccc2C(N)=O)cc1 (stereo unspecified)
 : -30	-7	-53	-18	-34	-29	-45	0.5	10	3	-4
3. CCCOc1ccccc1C(=O)N(Cc1ccc(C)o1)C1CCS(=O)(=O)C1 (stereo unspecified)
 : -4	-2	8	-9	2	9	3	-1.8	1	4	1
4. Cc1ccn2cc(-c3cccc(S(=O)(=O)N4CCCC4)c3)nc2c1
 : -7	-5	-35	-3	-52	-8	-10	0.4	10	13	-2
5. O=C(CCc1ccc(S(=O)(=O)N2CCOCC2)cc1)N/N=C/c1cccc(O)c1
 : -5	7	-7	0	2	15	14	-2.7	6	-21	-7
6. O=C(CN1CCSC1=NCc1ccccc1)c1ccc(Cl)c(Cl)c1
 : -3	-3	7	13	14	-2	-6	5.6	8	2	3
7. CC(C)c1ccc(NC(=O)CCc2ccccc2)cc1
 : -26	13	-92	1	-81	-13	-54	-1.3	-20	-31	0
8. CCc1ccc(OCC(=O)N(C)C2CCS(=O)(=O)C2)cc1 (stereo unspecified)
 : -5	-5	14	4	6	-22	7	-1.5	15	5	0
9. O=C(CC1C(=O)NCCN1CC1CCCCC1)NCCc1ccc(F)cc1 (stereo unspecified)
 : -4	-7	2	-4	6	5	-10	-2.9	-4	5	5
10. N=C1S/C(=C\c2ccccc2F)C(=O)N1c1ccc(F)cc1
 : 7	-2	-2	-13	8	-15	4	-0.6	16	13	0
11. CCC(C)C(NC(=O)C(Cc1ccc(O)cc1)NC(=O)OCc1ccccc1)C(=O)OC (stereo unspecified)
 : .	.	17	6	-2	0	10	.	.	16	1
12. O=C1CC(c2ccc(F)c(Br)c2)C2=C(CCCC2=O)N1 (stereo unspecified)
 : -7	-2	23	-7	-3	-8	1	-0.6	3	11	2
13. CC1CCCCC1NC(=O)c1cccc(S(=O)(=O)N2CCN(C)CC2)c1 (stereo unspecified)
 : -2	-2	7	-4	12	23	-8	-1.7	-4	0	5
14. COc1ccc(NC(=O)CCOc2ccccc2)c(OC)c1
 : -14	3	-11	-4	-28	-13	-16	-2.0	1	-12	4
15. C=CCn1cc(/C=N\NC(=O)c2cc3c(ccc4ccccc43)o2)c2ccccc21
 : -6	1	-2	-4	-5	-1	12	-0.5	0	-4	6

Random excerpt: 5 entries already listed, in no set order.
Screens in order – EBV LMP1 NFkB	TLR9-MyD88 block	SRC3 inh	NOD2 RIPK2 PPI	NR5A2 inv ag	NCOA2 inhibitor	NCOA1 inh	MC4R ag barr	MC4R antagonist	NR2F2 inh	ABHD5-PLIN5 inh
4. Cc1ccn2cc(-c3cccc(S(=O)(=O)N4CCCC4)c3)nc2c1
 : -7	-5	-35	-3	-52	-8	-10	0.4	10	13	-2
5. O=C(CCc1ccc(S(=O)(=O)N2CCOCC2)cc1)N/N=C/c1cccc(O)c1
 : -5	7	-7	0	2	15	14	-2.7	6	-21	-7
2. CC1CCCCN1S(=O)(=O)c1ccc(C(=O)Nc2sccc2C(N)=O)cc1 (stereo unspecified)
 : -30	-7	-53	-18	-34	-29	-45	0.5	10	3	-4
12. O=C1CC(c2ccc(F)c(Br)c2)C2=C(CCCC2=O)N1 (stereo unspecified)
 : -7	-2	23	-7	-3	-8	1	-0.6	3	11	2
14. COc1ccc(NC(=O)CCOc2ccccc2)c(OC)c1
 : -14	3	-11	-4	-28	-13	-16	-2.0	1	-12	4

The list goes on.
Screens in order – EBV LMP1 NFkB	TLR9-MyD88 block	SRC3 inh	NOD2 RIPK2 PPI	NR5A2 inv ag	NCOA2 inhibitor	NCOA1 inh	MC4R ag barr	MC4R antagonist	NR2F2 inh	ABHD5-PLIN5 inh
16. O=C(CCCN1C(=O)c2ccccc2C1=O)N1CCC(c2ccccc2)C1 (stereo unspecified)
 : -4	1	14	1	1	-24	-14	-1.4	-5	-10	-1
17. COc1cc(OC)cc(C(=O)NNC(=O)C2CSC3(C)CCC(=O)N23)c1 (stereo unspecified)
 : 3	-3	2	2	10	5	-12	-2.5	2	9	11
18. CCCCn1c(-c2ccncc2)nc2c1c(=O)[nH]c(=O)n2CC(C)C
 : -4	5	4	0	-1	4	3	3.1	-10	2	-5
19. CC(=O)[C@@H]1[C@@H](C(=O)c2ccc(C)cc2)[C@]2(C(=O)Nc3ccccc32)[C@H]2C=Cc3cc(F)ccc3N12
 : -23	-3	3	0	4	8	4	0.7	-7	8	14
20. Cc1cc(S(=O)(=O)N2CCN(c3ccccn3)CC2)ccc1F
 : -1	-15	-5	-3	-18	-5	-100	-1.3	0	22	5
21. CC(C)(C)NC(=O)CSc1nc(-c2ccc(F)cc2)cs1
 : -19	-1	-76	0	-147	-68	-90	-1.7	2	-37	-6
22. CCC(C)NC(=O)Cn1c(=O)sc2ccccc21 (stereo unspecified)
 : -6	7	3	-5	30	4	-6	-0.7	1	-7	-3
23. O=C(NCCCNC(=O)c1c(F)cccc1F)c1c(F)cccc1F
 : 7	-7	2	5	-12	-23	-20	-0.5	26	-18	-6
24. CCOC(=O)N1CCN(C(=O)c2ccc3c(c2)NC(=O)C(N2CCOCC2)S3)CC1 (stereo unspecified)
 : 13	-21	12	-7	-19	27	-9	1.8	8	15	1
25. COC(=O)C1C(=O)C(C(=O)c2ccc([N+](=O)[O-])cc2)C(=O)CC1(C)C (stereo unspecified)
 : -6	1	-3	5	-21	4	-12	-0.5	5	12	-3
26. CCOC(=O)NC(NC(=S)Nc1ccccc1OC)C(Cl)(Cl)Cl (stereo unspecified)
 : 0	5	25	4	-3	13	12	1.4	-1	-4	13
27. O=C(O)CC1COc2ccccc2N1S(=O)(=O)c1ccc(Br)cc1 (stereo unspecified)
 : -5	-4	3	-6	-8	-33	4	-1.2	16	-4	-2
28. O=C(CSC1=Nc2ccccc2C2=NC(CC(=O)N3CCN(c4ccccc4)CC3)C(=O)N12)NCC1CCCO1 (stereo unspecified)
 : 0	-3	5	-4	-11	15	7	-0.9	7	2	-1
29. CCN(CC)CCNC1=CC(=O)OC12CCCCC2
 : 2	-12	16	-8	-1	-4	1	0.5	7	-3	4
30. Cc1ccc(F)c(S(=O)(=O)NC(=O)C2(C)CCN2C(=O)CCC2CCCC2)c1 (stereo unspecified)
 : .	.	1	-4	-6	-45	-6	-0.8	0	6	-1
31. CCOc1ccc(NC(=O)CN(C)C(=O)c2ccncc2)cc1OCC
 : 7	-1	0	-5	-17	1	2	-1.6	-5	-6	-6
32. CCOc1ccc(OCC)c(NC(=O)C2CCN(S(=O)(=O)c3cccnc3)CC2)c1
 : -30	-2	8	0	-6	-2	-14	-0.6	10	3	6
33. CN(C)C(CNC(=O)/C=C/c1cccc(Cl)c1)c1ccccc1 (stereo unspecified)
 : -5	0	6	-5	10	-35	-9	-0.4	12	13	-2
34. Cc1ccc(Cn2c(C(C)Nc3nc(-c4ccc(Cl)cc4)cs3)nc3cc(C(=O)NCCCO)ccc32)cc1 (stereo unspecified)
 : -3	-1	4	4	-23	-3	-2	3.0	13	-9	-17
35. CC(=O)N1c2ccc(S(=O)(=O)NCc3ccccc3Cl)cc2CC1C (stereo unspecified)
 : 2	-6	15	1	-6	1	12	-1.4	10	8	-4
36. O=C1NC(Cc2ccccc2)C(=O)N1CC(=O)N1CCCc2ccccc21 (stereo unspecified)
 : -7	6	13	-6	0	1	-2	-3.3	-2	-10	-1
37. Cc1ccc(CN(Cc2ccco2)C(=S)Nc2ccccc2C)cc1
 : -35	0	17	-3	6	-13	-21	4.5	3	-8	13
38. CCCOc1ccccc1C(=O)N(Cc1cccs1)C1CCS(=O)(=O)C1 (stereo unspecified)
 : -7	5	-12	-2	10	10	1	-1.9	2	-4	1
39. NS(=O)(=O)c1cccc(NC(=O)CSc2nc3ccccc3n2-c2ccccc2)c1
 : 18	-5	6	-4	18	4	10	-2.5	6	13	1
40. CC1(NC(=O)CCS(=O)(=O)c2ccc(Cl)cc2)CCS(=O)(=O)C1 (stereo unspecified)
 : -1	9	2	-20	-14	-37	-4	-1.8	2	5	0
41. CCCCn1c(N)c(N(CC(C)C)C(=O)C2CC(=O)N(c3ccc(C)cc3)C2)c(=O)[nH]c1=O (stereo unspecified)
 : 8	7	-3	-3	-6	-13	-5	-1.3	-4	-6	4
42. O=c1cc(Cl)c(-c2ccccc2)n[nH]1
 : 8	-2	-5	-1	12	18	-17	-2.8	2	5	0
43. Cc1ccc(NC(=O)COC(=O)CCC(=O)c2cccs2)c(C)c1
 : -4	-1	2	-3	8	4	0	0.6	9	-33	2
44. Cc1cc(C)c(NC(=O)CSc2nnc(-c3ccncc3)n2Cc2ccco2)c(C)c1
 : -3	7	25	-1	-1	4	7	-1.9	11	-7	3
45. N#Cc1ccc(Oc2nc(Nc3ccc(F)cc3)nc(N3CCCC3)n2)cc1
 : -7	-14	3	-8	2	5	-6	-2.4	4	18	-2
46. CCOC(=O)c1ccc(NC(=O)CSc2nc(NC(=O)c3ccccc3)c3c(C)c(C)oc3n2)cc1
 : 8	-16	9	-6	20	-20	1	-0.2	2	0	-4
47. CC(C)c1ccc(NC(=O)COC(=O)C2CCCCC2)cc1
 : 2	-5	5	1	-19	-49	-25	0.3	4	-6	-9

Sorted by formula weight (lowest first): some entries from above
Screens in order – EBV LMP1 NFkB	TLR9-MyD88 block	SRC3 inh	NOD2 RIPK2 PPI	NR5A2 inv ag	NCOA2 inhibitor	NCOA1 inh	MC4R ag barr	MC4R antagonist	NR2F2 inh	ABHD5-PLIN5 inh
10. N=C1S/C(=C\c2ccccc2F)C(=O)N1c1ccc(F)cc1
 : 7	-2	-2	-13	8	-15	4	-0.6	16	13	0
4. Cc1ccn2cc(-c3cccc(S(=O)(=O)N4CCCC4)c3)nc2c1
 : -7	-5	-35	-3	-52	-8	-10	0.4	10	13	-2
30. Cc1ccc(F)c(S(=O)(=O)NC(=O)C2(C)CCN2C(=O)CCC2CCCC2)c1 (stereo unspecified)
 : .	.	1	-4	-6	-45	-6	-0.8	0	6	-1
19. CC(=O)[C@@H]1[C@@H](C(=O)c2ccc(C)cc2)[C@]2(C(=O)Nc3ccccc32)[C@H]2C=Cc3cc(F)ccc3N12
 : -23	-3	3	0	4	8	4	0.7	-7	8	14
